# Compound activity deposited in PubChem BioAssay by several laboratories.
# hgDAF12 agonist: hgDAF-12 agonism, primary luciferase screen; HEK293 GAL4-hgDAF12 UAS-luciferase reporter, agonist luminescence; normalized to butyrate control; hit rate 1.8% among 370,000; activation, % at 6.8 µM;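 active = activation above a cutoff set at the mean of all screened compounds plus 3 SD, cut at about 10% in these data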;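 note: 0% = DMSO wells and 100% = sodium butyrate wells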
# hcDAF-12 act: activators of H. contortus DAF-12 nuclear receptor | hit rate 1.4% among 370,000 | activation, % at 6.8 µM | HEK293 hcDAF-12 lit1-tk-luc reporter, luminescence; 0% DMSO, 100% Δ7-dafachronic acid;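 active = activation above the mean of all tested compounds plus 3 SD, cut at about 5.5% in these data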;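 note: 100% = response to 3 µM Δ7-dafachronic acid high control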
# ssDAF-12 act: S. stercoralis DAF-12 activation, primary screen; HEK293 ssDAF-12/GRIP1 lit1-tk-luc reporter, luminescence; % of 3 µM dafachronic acid response; activation, % at 6.8 µM; hit rate 1% among 370,000;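 active = activation above the mean over all tested compounds plus 3 SD, cut at about 0.9% in these data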;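 note: 0% = DMSO-only wells and 100% = 3 µM delta7-dafachronic acid wells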
# DAX1 inh-1: blocks DAX1 repression of SF-1 activated StAR promoter. HEK293T StAR-luciferase reporter, SF-1/DAX-1 repression relief. inhibition, % at 6.8 µM. hit rate 1.1% among 370,000. AID 652010;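 active = inhibition above the mean over all tested compounds plus 3 SD, cut at about 3.6% in these data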;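 note: 0% = DAX-1 cells with DMSO and 100% = cells lacking DAX-1 with DMSO; higher inhibition means more luminescence from relief of DAX-1 repression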
# PG9 binder: binds the HIV-1 gp120 antibody PG9; hit rate 0.43% among 360,000; TR-FRET gp120-PG9 antibody binding; inhibition, % at 6.7 µM; in the data active = inhibition above about 8.5%
# PLC-beta3 inh: PLC-beta3 (human) inhibition, primary screen | Q01970 | Purified PLC-beta3, fluorogenic substrate, fluorescence | inhibition, % at 12.2 µM | hit rate 0.18% among 370,000; in the data active = inhibition above about 11%;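 note: 0% = median of compound wells on plate and 100% = full blocker control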
# SMARCA2 act: activators of SMARCA2 function; MG213 cells, MMTV-luciferase reporter, dexamethasone, overnight; activation, % at 9.1 µM; hit rate 1% among 370,000; in the data active = activation above about 7.8%;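 note: 0% = vehicle wells and 100% = reference activator wells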
# FXN GAA850 act: increases GAA850 frataxin promoter reporter activity; HEK293 lucGAA850 FXN promoter luciferase reporter, 24 h; percent of 10 µM SAHA response; AID 540364; hit rate 0.56% among 360,000; activation, % at 6 µM;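 active = activation above the average of all compounds screened plus 3 SD, cutoff fixed separately per campaign, cut at about 7.5% in these data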;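 note: 0% = DMSO wells and 100% = 10 µM SAHA wells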
# DAX1 inh-2: inhibits human nuclear receptor DAX1 | AID 504766 | HEK293 Gal4-DAX1 luciferase reporter, luminescence | hit rate 0.99% among 340,000 | P51843 | inhibition, % at 6.75 µM;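 active = inhibition above the mean over all tested compounds plus 3 SD, cut at about 4.2% in these data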;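 note: 0% = DAX1-transfected cells with DMSO and 100% = empty-vector control cells with DMSO; inhibition shows as a rise in luminescence from relieved DAX1 repression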
# Target sequence (P51843 207-470 limits assumed): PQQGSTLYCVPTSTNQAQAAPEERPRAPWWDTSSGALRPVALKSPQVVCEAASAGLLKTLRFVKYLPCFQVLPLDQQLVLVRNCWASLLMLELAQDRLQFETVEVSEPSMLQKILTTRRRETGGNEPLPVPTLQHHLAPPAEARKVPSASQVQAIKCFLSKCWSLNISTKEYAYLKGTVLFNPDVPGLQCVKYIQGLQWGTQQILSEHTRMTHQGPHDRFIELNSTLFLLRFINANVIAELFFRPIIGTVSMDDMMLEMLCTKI
# Rev-erbA mod: modulators of human Rev-erb alpha DNA binding; Rev-erbα–FITC-DNA binding, fluorescence polarization, 90 min; activity, % at 10 µM; hit rate 0.79% among 370,000; AID 1259318; P20393;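 active = activity above about 14%, limit read from the data; passing the limit was not always enough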;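 note: 0% = DMSO wells with 35 nM protein and 100% = DMSO wells with 750 nM protein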
# Target sequence (P20393 whole entry, looked up): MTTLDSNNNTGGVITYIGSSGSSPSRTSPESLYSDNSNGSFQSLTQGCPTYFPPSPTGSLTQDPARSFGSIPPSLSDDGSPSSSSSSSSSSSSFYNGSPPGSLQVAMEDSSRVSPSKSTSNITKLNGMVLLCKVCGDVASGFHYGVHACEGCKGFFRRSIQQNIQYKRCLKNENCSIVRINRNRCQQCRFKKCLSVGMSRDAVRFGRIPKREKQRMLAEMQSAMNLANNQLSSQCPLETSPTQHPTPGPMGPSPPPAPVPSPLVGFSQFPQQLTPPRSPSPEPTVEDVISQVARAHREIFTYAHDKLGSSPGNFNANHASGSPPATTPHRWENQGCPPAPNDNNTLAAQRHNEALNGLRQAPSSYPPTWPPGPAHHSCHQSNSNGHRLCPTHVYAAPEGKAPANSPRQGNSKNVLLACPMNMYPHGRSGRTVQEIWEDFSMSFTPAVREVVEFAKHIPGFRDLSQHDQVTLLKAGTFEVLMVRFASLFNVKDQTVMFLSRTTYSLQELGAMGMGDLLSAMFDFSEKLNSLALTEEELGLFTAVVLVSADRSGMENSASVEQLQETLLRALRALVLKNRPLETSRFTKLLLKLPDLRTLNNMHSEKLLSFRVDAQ
# HGIII-sPLA2 inh: Inhibits HGIII-sPLA2 liposome hydrolysis, primary screen. hit rate 0.56% among 370,000. QFRET BODIPY PC-A2 liposome hydrolysis, fluorescence. inhibition, % at 12.2 µM;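 active = inhibition above mean plus 3 SD of compounds lying within the high and low control bounds, cut at about 19% in these data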;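 note: 0% = median of test compound wells and 100% = no enzyme DMSO wells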
# Starred values were filed as active, the others as inactive; / = no result given; & = joins results of further samples.
SMILES,hgDAF12 agonist,hcDAF-12 act,ssDAF-12 act,DAX1 inh-1,PG9 binder,PLC-beta3 inh,SMARCA2 act,FXN GAA850 act,DAX1 inh-2,Rev-erbA mod,HGIII-sPLA2 inh
O=C(Nc1cc(-c2nc3ncccc3o2)ccc1Cl)c1cccs1,2.2,-0.9,-1.1,-5.6,-5.3,-11,3,-1.5,-0.3,-4,-4
O=[N+]([O-])c1cc(S(=O)(=O)Oc2ccccc2)ccc1Cl,-1.1,-0.7,-1.4,-2.8,0.9,-9,-2,1.9,0.6,6,8
O=C(NC(=S)Nc1ccc(CN2CCOCC2)cc1)c1ccc([N+](=O)[O-])cc1Cl,-1.9,-2.2,-1.6,-0.9,-4.2,3,0,1.0,0.4,1,4
O=c1c(Cl)c(Cl)cnn1Cc1ccccc1Cl,-9.2,-4.1,-1.1,-2.1,-2.9,1,-7,/,/,-4,-6
CCn1c(=S)sc2c(=O)n(CC(=O)Nc3ccccc3)c(C)nc21,-1.2,-1.1,-1.6,-0.5,-1.9,-8,0,-1.5,-0.5,-2,-4
CC(C)CC1C(C#N)=C(N)SC(N)=C1C#N,-2.0,-1.2,-1.5,-0.6,3.1,-52,1,5.1,-0.2,4,-6
COCCn1c(=O)c2c(nc3n2CCCN3Cc2ccccc2)n(C)c1=O,-0.9,1.8,-0.8,0.3,-0.9,-3,-1,-0.7,1.0,2,6
O=C(/C=C/c1cc(Br)ccc1F)Nc1cccnc1,5.2,-1.9,-1.1,-0.1,-0.4,-6,0,-1.2,1.6,3,1
CCCCN1C(=O)C(CC(=O)NCc2cccc3ccccc23)CC(C(=O)N2CCOCC2)=C1C (configuration not stated),-1.6,0.0,-1.0,-0.6,-0.8,0,-2,-0.5,3.1,-5,11
CN(C(=O)COC(=O)c1n[nH]c2ccccc12)C1CCS(=O)(=O)C1 (configuration not stated),3.8,0.0,-0.6,-0.2,0.0,0,-1,0.8,0.4,1,11
COc1ccc2cc(-c3[nH]ncc3CN3CCCC3c3nonc3C)ccc2c1 (configuration not stated),2.2,-2.0,-1.9,-0.1,-0.7,-19,0,5.0,1.2,-3,-6
CC(=O)NC(Cc1cccc(F)c1)C(=O)NC1CCN(c2nnnn2-c2ccccc2)CC1 (configuration not stated),-0.3,-0.1,-1.5,-0.3,-0.1,-3,0,-0.7,0.1,5,5
Cc1ccccc1-c1ccc2c(c1)[C@@H]1C[C@H](N(C)C(=O)c3ccco3)[C@H]([C@H](C)O)CN1CC2,-1.3,-1.3,-1.3,-0.8,-0.8,-90,-1,/,/,-9,-2
COc1ccc(-c2cc(C(=O)N3CCCCCC3)c3ccccc3n2)c(OC)c1,-0.2,-2.2,-0.8,0.3,-0.7,-491,-2,-2.3,0.2,-7,-6
COC(=O)c1sc(-c2ccc(C(C)(C)C)cc2)cc1NC(=O)CCC(=O)O,1.8,0.6,0.0,2.1,4.0,-12,-2,2.8,/,-5,-49
COc1ccc(N2CCN(Cc3nnc(-c4ccccc4)o3)CC2)cc1,-1.7,0.1,-0.5,-0.1,-4.4,2,3,-0.2,-0.3,-4,4
O=C(Nc1ccc(S(=O)(=O)NC2=NCCCCC2)cc1)c1cccc(OC(F)F)c1,-1.9,-1.3,-1.0,-1.5,-0.7,2,-3,-1.5,0.6,-4,2
COc1ccccc1NS(=O)(=O)c1ccc(C(=O)N2CCCC(C)C2)cc1 (configuration not stated),-4.8,-2.6,-0.8,-2.1,0.1,-6,-4,-0.8,0.9,-8,-2
CCOC(=O)N1CCN(C(=O)c2cc3c(ccc4ccccc43)oc2=O)CC1,0.2,-1.0,-1.1,0.7,0.8,-191,-3,0.6,0.1,1,-3
Cc1cc(C)cc(C(=O)N(Cc2ccco2)c2c(N)n(Cc3ccccc3)c(=O)[nH]c2=O)c1,-1.4,0.4,-1.1,-0.9,1.1,-10,-3,0.2,0.1,-1,13
C[C@H]1CN([C@@H](C)CO)C(=O)c2cccc(NC(=O)C3CC3)c2O[C@H]1CN(C)C(=O)Nc1ccc2c(c1)OCO2,0.6,-1.7,0.5,1.3,-0.7,-3,2,-1.6,0.8,-3,3
COc1ccc(NCc2cccnc2)cc1,1.8,0.4,-1.6,-0.1,-1.9,-3,0,0.0,0.6,-5,4
COC(=O)[C@@]1(Cc2ccc(F)cc2)[C@H]2c3cc(C(=O)N(C)C)n(Cc4nc5ccccc5[nH]4)c3C[C@H]2CN1C(=O)c1ccccc1,-0.6,-0.1,-0.5,0.6,-3.2,-127,-2,/,/,4,-20
COc1cccc(N/C=C/C(=O)c2ccc(Cl)cc2)c1,20*,7.1*,0.8,6.1*,-1.1,-26,1,1.7,1.8,1,-14
COc1ccc(C)cc1NC(=O)CN(C)S(=O)(=O)c1ccc2c(c1)CC(C)N2C(C)=O (configuration not stated),-1.9,1.0,-0.6,0.0,-1.2,-6,0,0.8,-0.7,9,-1

# Overlap with the part before: 5 entries, then new ones.
SMILES,hgDAF12 agonist,hcDAF-12 act,ssDAF-12 act,DAX1 inh-1,PG9 binder,PLC-beta3 inh,SMARCA2 act,FXN GAA850 act,DAX1 inh-2,Rev-erbA mod,HGIII-sPLA2 inh
C[C@H]1CN([C@@H](C)CO)C(=O)c2cccc(NC(=O)C3CC3)c2O[C@H]1CN(C)C(=O)Nc1ccc2c(c1)OCO2,0.6,-1.7,0.5,1.3,-0.7,-3,2,-1.6,0.8,-3,3
COc1ccc(NCc2cccnc2)cc1,1.8,0.4,-1.6,-0.1,-1.9,-3,0,0.0,0.6,-5,4
COC(=O)[C@@]1(Cc2ccc(F)cc2)[C@H]2c3cc(C(=O)N(C)C)n(Cc4nc5ccccc5[nH]4)c3C[C@H]2CN1C(=O)c1ccccc1,-0.6,-0.1,-0.5,0.6,-3.2,-127,-2,/,/,4,-20
COc1cccc(N/C=C/C(=O)c2ccc(Cl)cc2)c1,20*,7.1*,0.8,6.1*,-1.1,-26,1,1.7,1.8,1,-14
COc1ccc(C)cc1NC(=O)CN(C)S(=O)(=O)c1ccc2c(c1)CC(C)N2C(C)=O (configuration not stated),-1.9,1.0,-0.6,0.0,-1.2,-6,0,0.8,-0.7,9,-1
CCN1C(=O)CCCc2ccccc21,-0.9,1.2,-0.7,0.4,0.1,-1,-3,0.3,0.3,-5,4
CC(C)(C)CC(=O)O/N=C(\N)c1ccncc1,3.7,-0.2,-0.6,1.0,1.9,-5,-3,2.4,-0.5,-3,4
CCSc1nnc(-c2ccc(Cl)cc2Cl)o1,9.9,-0.7,-0.4,2.2,0.4,3,2,6.2,2.5,0,8
COc1cc2ccccc2cc1C(=O)NC1CCCCC1,4.3,-0.1,-1.0,3.2,-0.4,-18,4,3.1,2.1,2,1
Cn1cnc([N+](=O)[O-])c1NC(C)(C)C,3.0,0.8,-0.8,-0.2,-0.8,0,1,1.0,0.6,-3,5
Cc1c(Br)c([N+](=O)[O-])nn1CC(=O)Nc1sc2c(c1C(=O)OC(C)C)CCCC2,6.0,-0.6,-1.0,-0.8,-0.6,1,-1,-1.5,1.2,0,-4
O=C(O)c1ccc(CSc2nnc(-c3ccncc3)n2CC2CCCO2)cc1 (configuration not stated),-1.8,-1.0,-1.4,0.1,0.0,-1,5,0.4,-0.1,-4,1
CCOCCCNC(=O)c1ccc(OC)cc1,4.7,-0.3,-0.6,1.2,-1.9,10,-2,1.0,-0.4,3,7
CN1CCN(S(=O)(=O)c2ccc(C(=O)Nc3ccccc3)cc2)CC1,3.3,-0.8,-0.8,0.1,2.9,5,4,0.0,4.0,-1,3
COCCCn1c(SCC(=O)NC2CCCC2)nnc1-c1ccncc1,-0.1,-1.4,-0.8,0.0,1.2,2,-2,0.6,-1.6,3,2
O=C(CNC(=O)c1ccc(Br)o1)NNC(=O)c1ccccc1O,-0.2,1.3,-0.5,0.3,0.4,-41,-1,0.5,0.3,-2,4
Cc1c(NC(=O)C2CC(c3ccc(F)cc3)=NO2)c(=O)n(-c2ccccc2)n1C (configuration not stated),-3.3,-2.1,-1.3,-0.3,-1.6,-1,2,-1.1,-0.7,6,4
C[N+](C)(CCOc1ccccc1)Cc1ccccc1,1.7,3.6,-0.8,0.3,-2.1,-157,-4,-0.9,-0.8,3&-2,0
COc1ccc(N2CCN(CC(O)COC(c3ccc(F)cc3)c3ccc(F)cc3)CC2)cc1 (configuration not stated),-1.7,-1.7,-1.5,-0.2,-1.8,-6,0,-1.6,1.0,2,-8
Cc1ccc(NS(=O)(=O)c2ccc(C(=O)OCC(=O)N3CCCCC3)cc2)cc1,1.2,0.0,-1.1,0.3,-0.4,-7,-2,-1.0,0.9,1,-9
Cc1csc(=O)n1CC(=O)OCC(=O)NCc1ccccc1,0.9,0.9,-1.1,-1.0,1.6,-4,2,0.3,-0.3,-4,4
COc1ccc(N(CC(=O)Nc2cccc3ccccc23)S(C)(=O)=O)c(OC)c1,-2.4,-2.5,-1.4,-0.1,0.0,-1,3,0.1,-0.7,1,-6
COc1cc(OC)cc(C(=O)NC(=S)NNC(=O)c2cnccn2)c1,0.7,-1.3,-1.5,-0.2,-1.7,-1,0,1.7,0.8,0,3
COc1ccc(OC)c(S(=O)(=O)NCCOC23CC4CC(CC(C4)C2)C3)c1,-5.3,-0.4,-1.5,-0.5,-0.1,-2,-3,0.5,-0.5,3,6
CN(Cc1ccc(-n2cccn2)cc1)Cc1nc(-c2cnccn2)no1,1.4,1.1,-1.0,-1.1,-1.8,-5,-1,2.0,0.4,-1,-4
O=C(NCC1CCN(Cc2ccc(F)cc2)CC1)Nc1cc(F)ccc1F,-4.4,1.1,-1.2,0.0,0.9,0,-1,0.1,-0.2,1,-12
COc1ccc(NC(=S)N2CCCC2)c(OC)c1,2.4,0.7,-1.1,0.2,-1.6,2,0,2.3,4.6*,1,-5
COc1cc(C(=O)NCc2nnc(SCC(=O)N3CCC(C)CC3)o2)cc(OC)c1OC,-1.4,-1.9,-0.8,-0.4,-0.7,-3,-2,-0.1,-0.4,1,-2
CC(=O)c1ccc(C(=O)N2CCCC(C(=O)c3cc(F)ccc3F)C2)s1 (configuration not stated),-0.3,-0.7,-1.9,2.2,-0.6,-7,-3,-0.2,-0.5,-4,10
c1ccc(CCN2CN=C(Nc3nc4ccccc4s3)NC2)cc1,-0.2,1.5,-1.1,-0.2,-0.3,-6,-1,0.8,0.0,-2,0
Cc1cn(CC(C)C)c(=O)n(-c2ccccc2)c1=O,-0.9,1.0,-1.6,-0.3,0.1,-1,-4,1.2,0.3,2,13
Cc1noc(C)c1C(=O)OCC(=O)C12CC3CC(CC(C3)C1)C2,3.5,0.4,-1.1,0.0,0.3,0,-1,1.2,4.1,-12,-3
CC(=O)c1ccc(N2CCN(C(=O)c3n[nH]c4ccccc34)CC2)cc1,-1.3,0.2,-1.1,-1.1,-1.3,-24,-6,1.8,-0.7,-3,0

# Hits appear at their usual frequency, and some 7% of all compounds hit somewhere here.
